Screens as filed in PubChem.
DT40 TDP1 no CPT – qHTS for Inhibitors of human tyrosyl-DNA phosphodiesterase 1 (TDP1): qHTS in cells in absence of CPT; DT40 Tdp1-/- hTDP1 cells, no CPT, ATP luminescence, 48 h; Potency, µM (doses to about 46.2 µM), for the others: at the top dose activity change, negative = growth inhibition, most hits filed as inhibitors; 15% of 420,000 active; AID 686978, 2013; further: nearly all actives have a fitted effect of over 55% in size
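Chicken DT40 Tdp1-/- cells complemented with human TDP1, screened without camptothecin (DMSO vehicle only), 400 cells/well. Compounds pin-transferred, cells incubated at 37 °C for at least 48 hr. Growth read as ATP-dependent luminescence (CellTiter-Glo, 30 min at RT).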
DT40 TDP1 CPT – growth inhibition of DT40 Tdp1-/-;hTDP1 cells with camptothecin (screen for TDP1 inhibitors); 12% of 420,000 active; Potency, µM (series often up to 46.2 µM), without a hit: at the highest dose activity change, negative = growth inhibition, usual class: inhibitors; chicken DT40 Tdp1-/-;hTDP1 cells + 20 nM CPT, ATP luminescence, 48 h; further: nearly all actives have a fitted effect of over 55% in size
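Chicken DT40 Tdp1-/- cells complemented with human TDP1, 400 cells/well, exposed to compounds plus 20 nM camptothecin for at least 48 h at 37 C; viability read as ATP content by CellTiter-Glo luminescence.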
TDP1 inh – inhibitors of human tyrosyl-DNA phosphodiesterase TDP1; recombinant TDP1, AlphaScreen DNA substrate cleavage; Potency, µM (top dose mostly 130 µM), inactives show at the highest dose activity change, negative = inhibition, actives largely listed as inhibitors; 0.28% of 350,000 active; AID 485290; further: nearly all actives have a fitted effect of over 40% in size
Target sequence (Q9NUW8 whole entry, looked up): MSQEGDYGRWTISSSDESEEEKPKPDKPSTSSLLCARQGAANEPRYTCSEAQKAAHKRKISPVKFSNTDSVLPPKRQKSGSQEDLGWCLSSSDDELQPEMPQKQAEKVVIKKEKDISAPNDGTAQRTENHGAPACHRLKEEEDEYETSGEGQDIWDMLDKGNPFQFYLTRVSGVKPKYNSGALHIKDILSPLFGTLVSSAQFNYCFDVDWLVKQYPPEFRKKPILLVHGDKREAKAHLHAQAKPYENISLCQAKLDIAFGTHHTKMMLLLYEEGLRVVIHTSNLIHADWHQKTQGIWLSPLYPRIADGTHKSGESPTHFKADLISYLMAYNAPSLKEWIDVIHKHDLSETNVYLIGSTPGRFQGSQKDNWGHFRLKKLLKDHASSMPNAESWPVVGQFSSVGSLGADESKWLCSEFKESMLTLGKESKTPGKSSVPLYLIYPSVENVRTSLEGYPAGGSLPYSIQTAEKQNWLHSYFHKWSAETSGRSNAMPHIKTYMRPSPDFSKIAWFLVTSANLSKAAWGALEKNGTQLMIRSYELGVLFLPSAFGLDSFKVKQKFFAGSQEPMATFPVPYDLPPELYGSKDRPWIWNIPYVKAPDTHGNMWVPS
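AlphaScreen read-out: signal falls as enzyme removes the 3' tyrosine-FITC from a 5'-biotinylated DNA oligo (15 nM, 5 min, RT). Enzyme was E. coli-made recombinant Tdp1 at 1 nM, exposed to compound for 15 min beforehand; beads 10 ug/ml, 10 min.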
Numbers without * were called inactive; ? = inconclusive; · = not tested or not shown; [ ] = another dose, or the depositor's remark. The call rests on the fitted dose curve; in most records, active means well fitted curve in the direction sought with a large enough effect; inconclusive means small, poorly fitted or top-dose-only effect, or another doubt; inactive means no such curve, though single readings can be large; an effect the other way counts as inactive or inconclusive. On the % scale 0 is the no-effect control and ±100 the full control effect; potency means the concentration at half of the fitted maximal effect. Outcome played no part in choosing rows; about 18% have a hit in one of these screens.

# | SMILES | DT40 TDP1 no CPT | DT40 TDP1 CPT | TDP1 inh
1 | Clc1ccc(CSc2nnc(-c3ccncc3)s2)cc1 | -23% | -4% | 0%
2 | O=C(Nc1ccccn1)C1COc2ccccc2O1 (stereo not drawn) | -24% | ? | 5%
3 | O=C(Nc1cccc(F)c1)N1CCCC2(CCN(C(=O)c3cc(C(F)(F)F)cc(C(F)(F)F)c3)CC2)C1 | ? | ? | ·
4 | O=C(Nc1ccc(CSc2ccccc2)cc1)c1ccccc1 | 11% | 7% | -4%
5 | CC1CCCN(C(=O)C2CCN(S(=O)(=O)c3cccc4cccnc34)CC2)C1 (stereo not drawn) | -27% | ? | -1%
6 | CCN(CC)C(=O)C(=O)c1cc(C)n(-c2ccc(F)cc2)c1C | -6% | -4% | 6%
7 | CCOC(=O)N1CCC(NC(=O)C(CC(C)C)NC(=O)C2CCCCC2)CC1 (stereo not drawn) | 1% | 1% | 7%
8 | CCOC(=O)C1=C(c2ccc(O)cc2)NC(=O)NC1C (stereo not drawn) | -15% | 14% | ·
9 | NC(=O)CN1CCOCCOCCN(CC(N)=O)CCOCCOCC1 | 0% | 5% | -1%
10 | O=C(Cc1ccccc1)NS(=O)(=O)c1ccc(N=NN2CCOCC2)cc1 | -2% | 14% | -5%
11 | NC(=O)C1CCN(c2ccc(S(=O)(=O)N3CCCCC3)cn2)CC1 | 0% | -29% | 0%
12 | CCOC(=O)/C(C#N)=C1/C=Cc2ccccc2N1CC | -9% | -20% | 2%
13 | CCCNC(=O)COc1coc(CN2CCN(C(=O)c3ccco3)CC2)cc1=O | -105% | 7% | 1%
14 | CS(=O)(=O)c1ccc(Cl)c(NC(=O)CSc2nncn2-c2ccccc2)c1 | ? | -11% | ·
15 | O=C1OCC(CC2=C(O)C(=O)OC2)=C1O | -7% | 3% | ·
16 | Cc1ccc(S(=O)(=O)NC2c3cccc4cccc(c34)C2Sc2n[nH]c(N)n2)cc1 (stereo not drawn) | 16µM* | 21µM* | 3%
17 | COc1ccc(CCN2C(=O)CC(N3CCN(c4ccccn4)CC3)C2=O)cc1OC (stereo not drawn) | -9% | -4% | 4%
18 | Cc1c(Cl)cccc1NC(=O)N1CCN(C(=O)c2ccco2)CC1 | -29% | ? | 0%
19 | O=C(OCc1ccc2c(c1)OCO2)c1cccc(S(=O)(=O)N2CCCCC2)c1 | -12% | -22% | -3%
20 | CC(Sc1nncn1C)C(=O)Nc1cc(C(F)(F)F)ccc1N1CCOCC1 (stereo not drawn) | -5% | -6% | 0%
21 | CN(C)S(=O)(=O)n1cc(/C=C(\NC(=O)c2ccccc2F)C(=O)NCCCn2ccnc2)c2ccccc21 | ? | ? | 5%
22 | COc1ccc(C(=O)N=c2sc3c(C)ccc(OC)c3n2C)cc1 | 4.1µM* | 3.3µM* | 3%
23 | c1cn(C23CC4CC(CC(C4)C2)C3)cn1 | -18% | -21% | 1%
24 | COc1ccc(OC)c(C(c2c(O)nc(SC)[nH]c2=O)c2c(O)nc(SC)[nH]c2=O)c1 | -11% | -29% | 4%
25 | O=C(C[n+]1cc(-c2ccccc2)n2c1CCC2)Nc1nc(-c2ccccc2)cs1 | 23µM* | ? | -1%
26 | Clc1cccc(Cl)c1C1Nc2cccc3cccc(c23)N1 | ? | ? | 11%
27 | CC(CCc1ccc2c(c1)OCO2)NN (stereo not drawn) | 2% | 14% | ·
28 | CCN(CC)C(=O)[C@H]1C[C@H](CC(=O)NCCC2=CCCCC2)C(=O)N2CCc3c([nH]c4ccc(Cl)cc34)[C@]12C | 21µM* | 16µM* | 3%[56.1 µM]
29 | CC(C)(C)c1ccc(C(=O)NCC(c2ccco2)S(=O)(=O)c2ccc(F)cc2)cc1 (stereo not drawn) | 21µM* | 21µM* | 5%
30 | CC1NC(C)(C)Cc2c1ccc1ccccc21 (stereo not drawn) | 1% | -3% | 0%
31 | COc1ccc(C(=O)Nc2ccc(C(F)(F)F)n(C)c2=O)cc1 | -3% | -18% | -2%
32 | C=CCC[C@H](Cc1ccc(F)cc1)C(=O)OC[C@H](Cc1c[nH]c2ccccc12)NC(=O)[C@H](CC=C)CC(=O)N[C@H](CO)Cc1ccccc1 | ? | ? | 2%
33 | CCOc1ccc(C(=O)Nc2cc(C)c3c(=O)oc4ccccc4c3n2)cc1 | -24% | 9% | 1%
34 | O=C(/C=N/O)Nc1ccc(F)cc1 | 4% | -7% | 0%
35 | CCC1CCC2(CC1)NC(CO)(CO)CO2 (stereo not drawn) | 4% | -13% | 4%
36 | CCOc1ccc(CC(=O)NNC(=S)NC2CCCCC2)cc1OCC | -4% | 9% | 5%
37 | Cc1ccc(NC(=O)C2CCCN2S(=O)(=O)c2ccc(-c3ccc(=O)[nH]n3)s2)c(C)c1 (stereo not drawn) | -21% | -20% | 3%
38 | CCn1nc(C(=O)NNC(=O)c2ccc(OC(F)F)cc2)c2ccccc2c1=O | 0% | -2% | 3%
39 | C=CCNC(=O)COc1ccccc1C#N | 3% | -11% | 5%
40 | O=C(COc1ccc([N+](=O)[O-])cc1)Nc1ccncc1 | -28% | -17% | 0%
41 | O=C(NC1CC2CCCC(C1)N2S(=O)(=O)c1ccccc1)c1ccco1 (stereo not drawn) | -2% | -10% | -1%
42 | COc1cc(C(=O)NCCN2CCN(C(=O)c3cc(OC)c(OC)c(OC)c3)CC2)cc(OC)c1OC | 16% | -11% | 1%
43 | Cc1nnc(SCC(=O)Nc2ccc(OC(F)F)c(Cl)c2)n(N)c1=O | -8% | 0% | 0%
44 | CC1(C)Cc2c(cnn2-c2ccc(F)cc2)C(NC(=O)CCCN2CCCCC2=O)C1 (stereo not drawn) | -4% | -2% | 2%
45 | Cc1ccc(/C=N/n2c(C)nnc2C)s1 | 0% | -21% | -4%
46 | O=C(N/N=C/c1cccc2ccccc12)c1n[nH]c2c1CCCC2 | 4.1µM* | 4.6µM* | -3%
47 | Cc1ccc(NC(=O)Nc2ccc(C(=O)N3CCOCC3)cc2)cc1 | ? | -2% | -4%
48 | Cc1cc(N2C(=O)CC(N3CCN(C(c4ccccc4)c4ccccc4)CC3)C2=O)no1 (stereo not drawn) | -10% | -28% | 4%

Some entries already given, reduced to DT40 TDP1 no CPT:
#	Structure	DT40 TDP1 no CPT
41	O=C(NC1CC2CCCC(C1)N2S(=O)(=O)c1ccccc1)c1ccco1 (stereo not drawn)	-2%
42	COc1cc(C(=O)NCCN2CCN(C(=O)c3cc(OC)c(OC)c(OC)c3)CC2)cc(OC)c1OC	16%
43	Cc1nnc(SCC(=O)Nc2ccc(OC(F)F)c(Cl)c2)n(N)c1=O	-8%
44	CC1(C)Cc2c(cnn2-c2ccc(F)cc2)C(NC(=O)CCCN2CCCCC2=O)C1 (stereo not drawn)	-4%

More compounds follow.
# | SMILES | DT40 TDP1 no CPT | DT40 TDP1 CPT | TDP1 inh
49 | CCOc1ccc(N(CC(=O)Nc2ccc3c(c2)OCCO3)S(=O)(=O)c2c(C)noc2C)cc1 | ? | ? | 6%
50 | O=C(Nc1cc(Br)ccc1O)C1CC(c2ccccc2Cl)=NO1 (stereo not drawn) | 1% | ? | 2%
51 | CCCNC(=O)c1cc(S(=O)(=O)N2CCc3ccccc32)ccc1F | 15µM* | 5.2µM* | 2%
52 | COc1cccc(Nc2ncnc3sccc23)c1 | ? | ? | 6%
53 | COc1ccc(-c2nc3ccccc3n3c(-c4ccccc4)c4c(=O)n(C)c(=O)n(C)c4c23)cc1 | -19% | 1% | 1%
54 | Cc1[nH]n(-c2ccccc2)c(=O)c1-c1cccc(Cl)c1 | -4% | -24% | 7%
55 | Cc1cccc(Oc2nc(CN3CCOCC3)nc3sc4c(c23)CCCC4)c1 | ? | ? | 8%
56 | Nc1cccnc1Sc1ccccc1 | -9% | 17% | ·

More entries follow:
cpd | Compound | DT40 TDP1 no CPT | DT40 TDP1 CPT | TDP1 inh
57 | CC(C)CC(=O)Nc1c2c(nn1-c1cccc(Cl)c1)CS(=O)(=O)C2 | 2% | 7% | ·
58 | CCC1Oc2ccc(C)cc2N(CC(=O)NCc2ccco2)C1=O (stereo not drawn) | ? | -26% | 3%
59 | Cc1ccc(S(=O)(=O)NC(=O)C2(C)CCN2C(=O)c2cccc(F)c2)nc1 (stereo not drawn) | 1% | 1% | ·
60 | O=C(Nc1ccccn1)c1ccc2c(c1)S(=O)(=O)c1ccccc1C2=O | · | -10% | 0%
61 | COc1ccc(C2c3c(-c4c(C)cc(C)cc4O)n[nH]c3C(=O)N2Cc2ccco2)cc1 (stereo not drawn) | 16µM* | 15µM* | 9%
62 | COc1cc(C2/C(=C(\O)c3ccc4c(c3)CC(C)O4)C(=O)C(=O)N2CCCn2ccnc2)cc(OC)c1OC (stereo not drawn) | -20% | 12% | 2%
63 | N/C(Cc1nc(-c2ccc(F)cc2)cs1)=N\O | -11% | -15% | 1%
64 | Cc1ccc2cccc(OCC(=O)NCc3ccco3)c2n1 | -13% | -21% | 2%
65 | c1ccc(-c2csc(-c3ccc(-c4csnn4)cc3)n2)cc1 | ? | -24% | 6%
66 | Cn1c(SCc2ccccc2)nnc1-c1ccc2c(c1)OCO2 | ? | 15% | 1%
67 | COc1ccc(-c2cc(C(=O)NCc3ccc(C)cc3)c3cc(C(C)C)ccc3n2)cc1 | ? | 0% | 3%
68 | C[C@H](O)[C@@H]1CN2CCc3c([nH]c4ccccc34)[C@@H]2C[C@@H]1N(C)C(=O)OCc1ccccc1 | ? | ? | ·
69 | O[C@@H](CNC[C@H](O)[C@H]1CCc2cc(F)ccc2O1)[C@@H]1CCc2cc(F)ccc2O1 | 4.2µM* | 6.7µM* | ·
70 | CC1CN(C(=O)c2cccc(COc3ccc(Br)cc3)c2)CC(C)O1 (stereo not drawn) | 13µM* | 21µM* | -1%
71 | CC(C)(C)NC(=O)/C=C/c1cccc(C(F)(F)F)c1 | -24% | -11% | 2%

Structural class, the compounds so far containing a tert-butyl group (two)
cpd | Compound | DT40 TDP1 no CPT | DT40 TDP1 CPT | TDP1 inh
29 | CC(C)(C)c1ccc(C(=O)NCC(c2ccco2)S(=O)(=O)c2ccc(F)cc2)cc1 (stereo not drawn) | 21µM* | 21µM* | 5%
71 | CC(C)(C)NC(=O)/C=C/c1cccc(C(F)(F)F)c1 | -24% | -11% | 2%

(cont.)
cpd | Compound | DT40 TDP1 no CPT | DT40 TDP1 CPT | TDP1 inh
72 | COC(=O)N1CCC2(CCCN(c3ncccn3)C2)CC1 | -13% | 6% | ·
73 | CCCCCCC[n+]1ccc(/C=C/c2c[nH]c3ccccc23)c2ccccc21 | 1.1µM* | 1µM* | ·
74 | O=C(N/N=C/C=C\c1ccccc1[N+](=O)[O-])c1ccco1 | -3% | -8% | 0%
75 | CCOC(=O)[C@H]1[C@H]2COc3ccc(C)cc3[C@@H]2N2C(=O)c3cc(Cl)ccc3NC(=O)[C@@]12C | ? | ? | 0%
76 | CCCc1ncc(CN2CCC(C(=O)Nc3cccc(-c4cscn4)c3)CC2)cn1 | 29µM* | ? | 13%
77 | O=C(CSc1nnc(-c2ccccc2)n1Cc1ccco1)Nc1ccc(S(=O)(=O)N2CCCC2)cc1 | ? | ? | 3%
78 | O=S1(=O)CCOC[C@H](Cc2ccccc2)N1Cc1cccc(Cl)c1 | -25% | ? | ·
79 | Cc1cccc(NC(=S)NNC(=O)c2csc3c2CCCC3)c1 | ? | ? | 9%
80 | CCCCN(C)CCNC(=O)C(=O)c1c(C)[nH]c2ccccc12 | -7% | 0% | 1%
81 | O=C(NCc1ccc(F)cc1)c1cccc2c1C(=O)c1ccc(N3CCC(N4CCCCC4)CC3)cc1S2(=O)=O | ? | ? | ·
82 | CCOC(=O)NN1C(=O)c2ccccc2NC1c1ccc(OC)c(OC)c1 (stereo not drawn) | -14% | -20% | 4%
83 | CCc1cc2c(NCCC(=O)O)ncnc2s1 | -5% | -1% | 5%
84 | CCOC(=O)CC(NC(=O)Cc1cccs1)c1ccccc1Cl (stereo not drawn) | -9% | 3% | ·
85 | COc1ccc(NC(=O)C2(C)CCN2C(=O)c2ccc(C(C)(C)C)cc2)cc1OC (stereo not drawn) | 10µM* | 13µM* | ·
86 | c1cncc(CNc2ncncc2-c2ccoc2)c1 | -23% | ? | ·
87 | COc1cc(OC)c(N2CC(C(=O)Nc3cccc(C(=O)NC4CC4)c3)CC2=O)cc1Cl (stereo not drawn) | ? | 13% | -3%
88 | O=C(Nc1ccc(N2CCCCC2)c(Cl)c1)c1cccnc1 | ? | ? | 4%
89 | COC(=O)c1ccc(C2c3c(oc4ccc(F)cc4c3=O)C(=O)N2CCO)cc1 (stereo not drawn) | -29% | -27% | 2%
90 | CCn1c2ccc(C)cc2c2nnc(SCCN3CCCCC3)nc21 | 16µM* | ? | ·
91 | NC(=S)NC1CC2C=CC1C2 (stereo not drawn) | -12% | -16% | -1%
92 | CS(=O)(=O)N1CCc2nc(-c3ccccc3)sc2C1 | 2% | 6% | ·
